# Salmonella PhoP GFP: inhibitors of PhoP regulon expression, primary screen, Salmonella Typhimurium, GFP reporter (AID 1863) | S. Typhimurium PhoP-regulated promoter GFP reporter, 4 h; higher % means a stronger effect | inhibition, % at 50 µM; hits with a dose series show IC50 in µM | 0.16% of 300,000 active;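 active = inhibition over 29.93%, a cutoff 3 SD above the screen mean, later confirmed by dose response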;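 note: 0% = low Mg2+ inducing control and 100% = high Mg2+ repressing control; strong numbers were not always called active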
# West Nile virus CPE: West Nile virus antiviral activity, cell-based, CPE readout (AID 1621); 0.02% of 290,000 active; West Nile virus-infected cells, CPE inhibition; higher % means a stronger effect; one-dose CPE inhibition, % at 10 µM; IC50 in µM for titrated hits; in the data active = a potency from the dose series; note: strong numbers were not always called active
# PMI inhibition: human PMI inhibitors, high substrate, primary screen, biochemical, fluorescence intensity, high mannose 6-phosphate (AID 1220) | 0.66% of 190,000 active | inhibition, % at 20 µM, or IC50 in µM where a hit was titrated | recombinant PMI enzyme, coupled fluorescence intensity; higher % means a stronger effect; in the data active = inhibition above about 50%
# P. falciparum M17LAP: P. falciparum M17LAP inhibitors, primary screen, biochemical, fluorogenic H-Leu-NHMec substrate, 1536-well (AID 1619); Leucine aminopeptidase (Plasmodium falciparum (isolate 3D7)); recombinant M17LAP, H-Leu-NHMec fluorogenic kinetic assay; higher % means a stronger effect; inhibition, % at 30 µM, or IC50 in µM where a hit was titrated; 0.38% of 220,000 active;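 active = compound inhibiting the enzyme by more than half at any dose during confirmatory dose-response retesting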;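 note: plate controls were full reaction with DMSO carrier for no effect and no enzyme background for full effect; strong numbers were not always called active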
# P. falciparum M1AAP: P. falciparum M1AAP inhibitors, biochemical, fluorogenic H-Leu-NHMec substrate, 1536-well (AID 1445). Aminopeptidase N (Plasmodium falciparum (isolate 3D7)). recombinant M1AAP, H-Leu-NHMec fluorogenic kinetic assay; higher % means a stronger effect. inhibition, % at 30 µM, or IC50 in µM where a hit was titrated. 0.42% of 220,000 active;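 active = primary inhibition above the hit cutoff, then over 50% inhibition at one or more dose response concentrations, cut at about 23% in these data, passing the limit was not always enough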;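 note: plate controls were DMSO full reaction for no effect and no enzyme background for full effect; strong numbers were not always called active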
# XIAP antagonists: XIAP antagonists, biochemical, IAP family, fluorescence polarization (AID 1018) | XIAP BIR domain, fluorescence polarization peptide displacement; higher % means a stronger effect | displacement, % at 20 µM, or IC50 in µM where a hit was titrated | 0.007% of 200,000 active; in the data active = displacement above about 50%; note: a part of the inactive calls stands beside numbers as strong as those of hits
# Yfh1-depleted yeast: enhancers of respiration in Yfh1-depleted yeast, dose response, Friedreich's ataxia, plus single-dose screen (AID 1465). S. cerevisiae Yfh1-off respiration, WST-1 reduction, 72 h; higher fold induction means a stronger effect. fold induction at 50 µM, or EC50 in µM where a hit was titrated. 0.074% of 220,000 active;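 active = fold induction of absorbance versus untreated yeast above a set limit, then at least 30% activation at any dose in follow-up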;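 note: activators that raise dye reduction in frataxin-depleted yeast; strong numbers were not always called active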
# Siah-1 displacement: Siah-1 peptide-binding antagonists, primary screen, biochemical, fluorescence polarization, rhodamine-plectin, uHTS (AID 1817); E3 ubiquitin-protein ligase SIAH1 (Homo sapiens); Siah-1 / rhodamine-plectin peptide fluorescence polarization; higher % means a stronger effect; one-dose displacement, % at 20 µM; IC50 in µM for titrated hits; 0.02% of 290,000 active;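 active = displacement of at least 50% at 20 µM, with a fluorescence ratio check between 0.3 and a set limit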;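 note: plate controls were Siah plus tracer with DMSO for no effect and tracer alone without Siah for full effect; strong numbers were not always called active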
# CSM14.1 death rescue: rescue of cells from ER stress-induced death, primary screen, 384-well, CSM14.1, thapsigargin, ATP luminescence (AID 1222); CSM14.1 thapsigargin-induced death rescue, ATP luminescence; higher % means a stronger effect; one-dose cellular ATP content (survival), % at 20 µM; EC50 in µM for titrated hits; 190,000 tested, under 10 active;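 active = EC50 below 50 µM in the dose-response confirmation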;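 note: death triggered by thapsigargin at about 15 µM added after 2 h compound pretreatment; cell ATP read after overnight thapsigargin exposure of roughly 18 to 22 hours; normalized against plate controls of thapsigargin alone and 5% DMSO vehicle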
# * marks the source's active call; other numbers are inactive results; i = inactive; nt = not tested or not shown; & = joins results of further samples.
# Field names: A = Salmonella PhoP GFP; B = West Nile virus CPE; C = PMI inhibition; D = P. falciparum M17LAP; E = P. falciparum M1AAP; F = XIAP antagonists; G = Yfh1-depleted yeast; H = Siah-1 displacement; I = CSM14.1 death rescue
> COc1ccccc1CNC(=O)CSc1ccc(C)cc1
  A = 4%	B = -0.6%	C = 0%	D = 14%	E = 0%	F = -0.5%	G = i	H = -13%	I = -2.8%
> O=S(=O)(c1cc(C(F)(F)F)ccc1Cl)N1CCCCCC1
  A = -6%	B = 0.5%	C = -3%	D = 0%	E = -4%	F = -5.8%	G = i	H = 1%	I = -1.0%
> CCOC(=O)c1ccc(NC(=S)N(CCCN2CCCC2)Cc2cccs2)cc1
  A = -2%	B = -0.4%	C = 0%	D = -3%	E = 4%	F = 1.5%	G = i	H = 2%	I = -0.6%
> O=C(NCC(c1cccs1)N1CCOCC1)c1ccccc1NS(=O)(=O)c1cc([N+](=O)[O-])ccc1Cl (stereo unspecified)
  A = 15%	B = -1.4%	C = -21%	D = -4%	E = 14%	F = -5.9%	G = i	H = 7%	I = -0.8%
> Cc1ccc(NC(=O)/C=C/c2ccc3c(c2)OCO3)cc1S(=O)(=O)N1CCOCC1
  A = 1%	B = -1.3%	C = 8%	D = 1%	E = 6%	F = -6.0%	G = i	H = -4%	I = -0.9%
> O=C(C1CCN(Cc2nc(-c3ccc(Cl)cc3)no2)CC1)N1CCOCC1
  A = 2%	B = -0.4%	C = nt	D = 8%	E = 1%	F = nt	G = i	H = 1%	I = nt
> CCOC(=O)c1sc(N=NC2=C(O)CCCC2=O)c(C(=O)OCC)c1C
  A = -6%	B = 0.0%	C = 8%	D = 3%	E = 14%	F = 4.6%	G = i	H = 76%	I = nt
> Cc1ccc(C)c(NS(=O)(=O)c2ccc3c(c2)Cc2cc(S(=O)(=O)Nc4cc(C)ccc4C)ccc2-3)c1
  A = 0%	B = -0.5%	C = -4%	D = -5%	E = 7%	F = -10%	G = i	H = 0%	I = -0.8%
> COc1ccc(NS(=O)(=O)c2cc(NC(=O)[C@@H](NC(=O)c3ccccc3)C(C)C)ccc2C)cc1
  A = 6%	B = -0.6%	C = -3%	D = -10%	E = 2%	F = 0.0%	G = i	H = -1%	I = -2.1%
> C/C(=N\NC(=S)NCc1ccccc1)c1ccc2ccccc2c1OC(F)F
  A = 1%	B = -0.6%	C = 14%	D = -14%	E = 14%	F = -8.3%	G = i	H = -3%	I = -1.3%
> NC(=O)C1CCCN(C(=S)Nc2ccccc2)C1 (stereo unspecified)
  A = 8%	B = 0.1%	C = -3%	D = 5%	E = 1%	F = -0.9%	G = i	H = 3%	I = -1.6%
> CCOC(=O)N1CCN(c2ccc(C(=O)c3ccccc3)cc2F)CC1
  A = 11%	B = -0.3%	C = 2%	D = 0%	E = -1%	F = -13%	G = i	H = -1%	I = 13%
> O=c1oc2ccccc2n1CCCCCn1c(=O)oc2ccccc21
  A = -9%	B = -0.6%	C = -5%	D = -12%	E = -2%	F = -7.5%	G = i	H = -4%	I = -0.5%
> COc1ccc(CN2C(=O)c3cccnc3C2Nc2cc(Cl)c(OC)cc2OC)cc1 (stereo unspecified)
  A = -7%	B = -0.2%	C = 49%	D = 4%	E = 4%	F = 9.6%	G = i	H = 2%	I = -3.9%
> Cc1cccc(Cn2c(C(=O)OC(C)C)cc3c2ccn3C)c1
  A = -1%	B = 0.6%	C = 16%	D = 5%	E = 6%	F = -12%	G = i	H = -1%	I = -0.5%
> CCN(CC)CCCN1C(=O)c2oc3ccccc3c(=O)c2C1c1cccs1 (stereo unspecified)
  A = -14%	B = 0.2%	C = 8%	D = 14%	E = 23%*	F = -6.9%	G = i	H = 1%	I = 3.5%
> CC1=CC(=C(C#N)C#N)C=C(C)N1CCN1CCN(C(=O)Nc2cccc(Cl)c2)CC1
  A = 6%	B = 1.4%	C = 6%	D = 4%	E = 6%	F = -11%	G = i	H = 13%	I = -0.2%
> CCOC(=O)N1CCC(N2CCN(Cc3ccc(F)c(F)c3)C(CCO)C2)CC1 (stereo unspecified)
  A = 8%	B = -0.9%	C = nt	D = 2%	E = 3%	F = 1.0%	G = i	H = 0%	I = -0.5%
> COc1cc2nc(COc3ccc(C#N)cc3)n(CC#N)c(=O)c2cc1OC
  A = 2%	B = -0.3%	C = 13%	D = -7%	E = 1%	F = -2.2%	G = i	H = 3%	I = -0.3%
> CCC1(C)Cc2c(sc3nnn(CC(=O)Nc4cccc5ccccc45)c(=O)c23)CO1 (stereo unspecified)
  A = -6%	B = -0.8%	C = 5%	D = -23%	E = -3%	F = -1.6%	G = i	H = 0%	I = -1.7%
> Cc1cc(C)cc(NC(=O)CSc2nnc(Cc3cccn3C)n2-c2ccc(F)cc2)c1
  A = 16%	B = -0.2%	C = 17%	D = -6%	E = 13%	F = 2.4%	G = i	H = 1%	I = nt
> COc1cc(C(CCN2CCCC2)c2c(OC)cc(OC)c3c(-c4ccccc4)cc(=O)oc23)cc(OC)c1OC (stereo unspecified)
  A = 4%	B = 0.2%	C = nt	D = 12%	E = 8%	F = nt	G = i	H = -3%	I = nt
> CC1CN(C(=O)C(Sc2ccccc2)c2ccccc2)CC(C)O1 (stereo unspecified)
  A = -10%	B = -0.3%	C = 1%	D = 5%	E = 8%	F = 2.3%	G = i	H = 6%	I = 4.2%
> Nn1c(SCC(=O)N2CCOCC2)nnc1C1CC1
  A = -2%	B = 0.2%	C = -13%	D = 2%	E = 6%	F = -4.1%	G = i	H = 3%	I = 1.7%
> Nc1cc(N)nc(SCC(=O)N2CCN(C(=O)c3ccco3)CC2)n1
  A = -6%	B = 1.7%	C = 2%	D = 6%	E = 7%	F = -4.2%	G = i	H = -2%	I = -1.1%
> COc1ccc(-n2c(Cc3cccn3C)nnc2SCC(=O)Nc2ccccc2C)cc1
  A = 2%	B = -0.3%	C = 13%	D = -5%	E = 5%	F = -15%	G = i	H = -1%	I = 2.4%
> O=C1Nc2ccccc2N(O)N1c1cc(-c2cccc(Cl)c2)no1
  A = -8%	B = -0.1%	C = -9%	D = 29%	E = 16%	F = -21%	G = i	H = -2%	I = -0.5%
> O=C1CC(SCc2nc3ccccc3[nH]2)C(=O)N1c1ccc(F)c(Cl)c1 (stereo unspecified)
  A = 22%	B = -0.2%	C = 10%	D = 11%	E = 9%	F = 0.1%	G = i	H = -4%	I = 0.1%
> COc1cc(NC(=S)Nc2ccc(N(C)C(C)=O)cc2)cc(OC)c1
  A = -3%	B = 0.6%	C = 26%	D = 1%	E = 2%	F = -2.4%	G = i	H = 2%	I = 0.2%
> CC(=O)NC1(C(F)(F)F)C(=O)Nc2c1c(=O)[nH]c(=O)n2CC(C)C (stereo unspecified)
  A = -4%	B = 0.2%	C = -7%	D = -1%	E = 4%	F = -10%	G = i	H = 6%	I = 0.3%

# Entries of single compounds as entered above.
# Record of Nc1cc(N)nc(SCC(=O)N2CCN(C(=O)c3ccco3)CC2)n1 = Salmonella PhoP GFP: -6%; West Nile virus CPE: 1.7%; PMI inhibition: 2%; P. falciparum M17LAP: 6%; P. falciparum M1AAP: 7%; XIAP antagonists: -4.2%; Yfh1-depleted yeast: i; Siah-1 displacement: -2%; CSM14.1 death rescue: -1.1%
# Record of COc1ccc(-n2c(Cc3cccn3C)nnc2SCC(=O)Nc2ccccc2C)cc1 = Salmonella PhoP GFP: 2%; West Nile virus CPE: -0.3%; PMI inhibition: 13%; P. falciparum M17LAP: -5%; P. falciparum M1AAP: 5%; XIAP antagonists: -15%; Yfh1-depleted yeast: i; Siah-1 displacement: -1%; CSM14.1 death rescue: 2.4%

# Later entries:
# Field names: A = Salmonella PhoP GFP; B = West Nile virus CPE; C = PMI inhibition; D = P. falciparum M17LAP; E = P. falciparum M1AAP; F = XIAP antagonists; G = Yfh1-depleted yeast; H = Siah-1 displacement; I = CSM14.1 death rescue
> Cc1cccc(CSC2=NN3CCCC(=O)N=C3S2)c1
  A = 2%	B = -0.7%	C = 10%	D = 13%	E = 2%	F = -4.5%	G = i	H = -4%	I = 1.1%
> CN(CC(=O)Nc1ccc(Cl)cc1)CC(=O)Nc1ccc(F)c(F)c1F
  A = 8%	B = -1.0%	C = 12%	D = 5%	E = 1%	F = -3.7%	G = i	H = -5%	I = -1.9%
> CCCNC(=O)/C(=C/c1cn(S(=O)(=O)N(C)C)c2ccccc12)NC(=O)c1ccc(OC)cc1
  A = -4%	B = -0.6%	C = 11%	D = -1%	E = 7%	F = -5.9%	G = i	H = 4%	I = -5.7%
> C=C(C)CSc1nnc(-c2ccc(OC)cc2)n1N
  A = 11%	B = 0.1%	C = 3%	D = 8%	E = 1%	F = -6.0%	G = i	H = 3%	I = 0.5%
> O=C(CCCn1c(SCc2cccc([N+](=O)[O-])c2)nc2ccccc2c1=O)NCC1CCCO1 (stereo unspecified)
  A = 4%	B = -0.8%	C = -5%	D = -13%	E = 7%	F = -2.5%	G = i	H = 2%	I = 0.2%
> O=S(=O)(c1cccc(C(F)(F)F)c1)N(CCCN1CCOCC1)Cc1cccs1
  A = 0%&-6%	B = -0.6%&-0.9%	C = -4%&-6%	D = 8%&3%	E = -1%&4%	F = -2.7%&-5.2%	G = i	H = 0%&14%	I = -1.0%&-1.5%
> CC(CCc1ccccc1)NS(=O)(=O)c1ccccc1 (stereo unspecified)
  A = -2%	B = -0.7%	C = 12%	D = -4%	E = -1%	F = -2.2%	G = i	H = -1%	I = -1.2%
> CN(Cc1ccc(Cl)s1)C(=O)CCl
  A = 18%	B = 0.5%	C = -12%	D = -7%	E = 4%	F = -3.1%	G = i	H = 1%	I = 0.3%
> Cc1cc(=O)oc2cc(OCC(=O)Nc3nnc(C(C)C)s3)ccc12
  A = -6%	B = -0.2%	C = -3%	D = -45%	E = 3%	F = -4.4%	G = i	H = 15%	I = -0.7%
> N#Cc1ccc(C(=O)CSc2n[nH]c(=O)n2Cc2ccco2)cc1
  A = 1%	B = -0.1%	C = nt	D = 0%	E = -1%	F = nt	G = i	H = 8%	I = nt
> CC(=O)Nc1ccc2c(c1)nc1n2CCN(C(C)c2ccccc2)C1 (stereo unspecified)
  A = 1%	B = -0.1%	C = 7%	D = -4%	E = 6%	F = 0.2%	G = i	H = 11%	I = 2.6%
> O=C(c1ccccc1)c1ccc(OCC(=O)N2CCOCC2)cc1
  A = -9%	B = 0.1%	C = -2%	D = 23%	E = 13%	F = -0.2%	G = i	H = -2%	I = -1.6%
> CCOc1ccsc1C(=O)OC
  A = -11%	B = 0.5%	C = nt	D = -2%	E = -2%	F = nt	G = i	H = 8%	I = nt
> CCc1ccc(OCc2ccc(C(=O)NCc3ccccn3)o2)cc1
  A = 10%	B = -0.4%	C = 19%	D = -3%	E = -2%	F = -1.5%	G = i	H = -9%	I = -1.3%

# Screening results as filed in PubChem BioAssay.
